From PubChem
EphB4 ephrin blk: antagonists of human EphB4-ephrin-B2 interaction; inhibition, % at 7 µM; EphB4 LBD / TNYL-RAW-Alexa532 peptide, fluorescence polarization; actives 0.15% (n = 97,000); P54760; AID 720;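 active means inhibition above the screen-wide mean inhibition plus 3 SD, cut at about 15% in these data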;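 further: 0% = DMSO wells and 100% = excess unlabeled TNYL-RAW peptide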
MT1-MMP txn act: activates MT1-MMP transcription | HT1080 MT1-MMP promoter luciferase reporter, luminescence, overnight; active compounds read high | actives 0.16% (n = 86,000) | AID 750 | activation factor at 10 µM;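 active means activation factor of at least 2 for MT1-MMP transcription at 10 µM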
Plk1 PBD FP: Plk1 (human) PBD binding inhibition; actives 0.13% (n = 97,000); inhibition, %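 (tested at about 20 µM)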; Plk1 PBD phosphopeptide binding, fluorescence polarization; AID 693; P53350; in the data active means inhibition above about 34%, passing the limit was not always enough
Target sequence (P53350 whole entry, looked up): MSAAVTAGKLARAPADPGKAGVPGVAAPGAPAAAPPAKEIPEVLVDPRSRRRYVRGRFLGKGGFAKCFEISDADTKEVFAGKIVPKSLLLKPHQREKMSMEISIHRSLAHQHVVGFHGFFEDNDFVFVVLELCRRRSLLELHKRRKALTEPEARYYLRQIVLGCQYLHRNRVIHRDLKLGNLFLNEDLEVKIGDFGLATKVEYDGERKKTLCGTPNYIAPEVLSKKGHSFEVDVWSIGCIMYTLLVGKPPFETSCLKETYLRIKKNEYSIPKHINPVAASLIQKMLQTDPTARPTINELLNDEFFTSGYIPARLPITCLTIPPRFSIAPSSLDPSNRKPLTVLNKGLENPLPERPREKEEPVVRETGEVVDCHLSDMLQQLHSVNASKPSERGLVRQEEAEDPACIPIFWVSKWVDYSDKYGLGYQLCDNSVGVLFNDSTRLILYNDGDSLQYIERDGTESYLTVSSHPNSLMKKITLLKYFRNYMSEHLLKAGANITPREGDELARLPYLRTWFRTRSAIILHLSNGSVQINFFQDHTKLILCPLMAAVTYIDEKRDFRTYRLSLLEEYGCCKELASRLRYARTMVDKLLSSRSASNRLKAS
S1P2 antag: antagonists of human S1P2 receptor; cell-based S1P2 antagonist assay, inhibition at 5 uM; actives 0.21% (n = 97,000); inhibition, % at 5 µM; in the data active means inhibition above about 45%;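 further: CRE beta-lactamase reporter cells expressing human S1P2 stimulated with S1P; 0% = agonist at EC80 alone and 100% = agonist plus reference antagonist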
FAK blocker: blocks human focal adhesion kinase activity. biochemical FAK kinase activity assay. actives 0.84% (n = 97,000). AID 727. Q05397. inhibition, %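 (tested at 7 µM)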; in the data active means inhibition above about 19%;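 further: 0% = DMSO and 100% = reference compound high control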
S1P2 agonist: activates the human S1P2 receptor; O95136; S1P2-expressing cell line, agonist reporter read-out; activation, % at 4.5 µM; actives 0.46% (n = 97,000); AID 729; in the data active means activation above about 16%;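 further: 0% = vehicle low control and 100% = maximal reference agonist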
HIV Rev-RRE inh: inhibitors of HIV-1 Rev-RRE RNA interaction; actives 0.79% (n = 97,000); inhibition, % at 8 µM; Rev peptide-RRE RNA binding, FRET;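 active means inhibition above the screen-wide mean plus 3 SD, cut at about 35% in these data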;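 further: 0% = median DMSO wells and 100% = median Neomycin B control wells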
Target sequence (P05866 whole entry, looked up): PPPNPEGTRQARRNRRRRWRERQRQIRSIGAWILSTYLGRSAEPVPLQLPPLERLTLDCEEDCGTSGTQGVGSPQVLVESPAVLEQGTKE
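System: Cy5-labelled duplex RRE RNA binding fluorescein-labelled HIV Rev peptide; Signal: fluorescein-to-Cy5 FRET, 480 nm excitation; Also added: labelled Rev peptide; Compound: one concentration, 8 µM nominal; Buffer or medium: HEPES pH 7.5 salt buffer with EDTA; Read-out: % inhibition of FRET ratio versus controls; Schedule: 5 min preincubation and 15 min binding, 25 °C.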
PLK1 kinase inh: inhibitors of human PLK1 kinase. P53350. recombinant PLK1 kinase, TR-FRET peptide phosphorylation. inhibition, % at 10 µM. actives 0.53% (n = 97,000). AID 619;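 active means inhibition of 50% or more in the single-concentration screen; inactive means inhibition below 50%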;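 further: 0% = DMSO max control and 100% = H-89 dihydrochloride min control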
PLAP act: activators of human placental alkaline phosphatase; P05187; purified PLAP enzyme, luminescent substrate read-out; active compounds read high; activation fold at 20 µM; actives 1.2% (n = 96,000); in the data active means activation fold above about 2
Active calls of the source: *; . = no result given.

Order of results: EphB4 ephrin blk, PLK1 kinase inh, S1P2 antag, HIV Rev-RRE inh, FAK blocker, S1P2 agonist, MT1-MMP txn act, Plk1 PBD FP, PLAP act
CSc1nsc(SCc2ccc(F)cc2)n1
    -3, -5, -5, 6, 1, 2, 1, -15, 0.8
COc1ccccc1NC(=O)CN(Cc1ccco1)C(=O)c1ccc(-n2nc(C)cc2C)cc1
    -2, -1, -2, 2, -1, -2, 1.1, 17, 1.5
CC1CCN(S(=O)(=O)c2ccc(Br)s2)CC1
    -1, -3, -12, 1, 3, -2, 1.3, -7, 0.8
Cc1nnc(SCCC(=O)Nc2ccc(F)cc2)s1
    -2, -3, -3, 1, -2, 0, 1.1, -20, 1.2
Cc1c(C#N)sc2nc(-c3ccccc3)nc(N3CCCC3)c12
    -4, -9, 17, 5, -8, -3, 1, 3, 1.1
Cc1ccc(CN(C(=O)c2csnn2)C(C(=O)NC2CCCC2)c2ccc(C)o2)cc1 (stereo unspecified)
    -10, -3, 9, -4, 1, -3, 1.2, 26, .
CCOC(=O)N1CCC(Nc2c(N3CCN(c4cccc(C(F)(F)F)c4)CC3)c(=O)c2=O)CC1
    1, -17, 17, 2, 5, -8, 1.1, -30, 1.4
CNC(=O)COC(=O)c1cc2c(C)nn(-c3ccc(F)cc3)c2s1
    -8, -25, -14, 4, 2, 1, 1.1, 3, 0.9
COC(=O)CSc1ccc(-c2nc3ccc(C)cc3[nH]2)cn1
    0, -13, -2, -1, 1, -8, ., -1, 0.8
CC1CCCCN1C(=O)COc1ccc(NC(=O)c2ccco2)cc1 (stereo unspecified)
    0, -7, 3, 8, -2, -9, 1.1, -21, 1.1
CCOC(=O)Cc1csc(NC(=O)CSc2nnnn2-c2ccc(C)c(C)c2)n1
    10, -11, -8, 16, -1, -10, 1.1, 4, .
CC(=O)N1CCN(CC(O)COc2ccc(OCc3ccccc3)cc2)CC1 (stereo unspecified)
    -3, -16, 15, 13, -1, -3, 1.1, 6, 1.7
CN(C)/N=C/c1c(O)ccc2ccccc12
    3, -6, 3, 3, 4, -7, ., 2, 0.9
O=C(CSc1nnc(COc2ccc3c(c2)CCCC3)o1)Nc1ccc(F)cc1
    4, 4, -5, 4, -2, -7, 1.3, -25, 1.3
Brc1c(CSc2nnc(-c3ccco3)o2)nc2ccccn12
    5, 0, 6, -2, 1, -2, 1.2, -3, 1.4
CN(CCCCCCCCC(=O)/C=N/O)Cc1ccccc1
    -2, -2, 9, 5, -1, -4, 1.2, 8, 1.4
CCC(C)(C)n1nnnc1C(c1cc2cc(C)cc(C)c2[nH]c1=O)N1CCN(C(=O)c2ccco2)CC1 (stereo unspecified)
    0, -18, 17, -3, 5, -5, ., 0, 1.2
CN(C)c1ccc(N2C(=O)CC(Nc3ccc(N4CCOCC4)cc3)C2=O)cc1 (stereo unspecified)
    -7, -9, -10, -2, 0, 2, 1, 14, .
Cc1sc2nc(C)n(/N=C/c3ccccc3O)c(=O)c2c1C
    -7, -3, -9, 3, 0, -4, 1.1, 1, 0.9
CC(C)N1C(=S)SC(C)(C)C1NO (stereo unspecified)
    -2, -8, 9, 5, 0, -8, 1.2, 23, 1.1
CC(=O)Nc1ccc(S(=O)(=O)NCCNC(=O)c2ccccc2F)cc1
    -1, 3, 11, 1, -2, -4, 1, 12, 1.4
CCN(C(=O)CCc1nc(-c2ccccc2F)no1)c1cc(OC)ccc1OC
    -2, 0, 11, 4, -11, -6, 1.1, 1, 1.6
CCOc1ccc(CN(C(=O)c2cc3ccccc3oc2=O)C2CC2)cc1
    -3, -5, -4, 8, 2, -6, 1.4, 10, .
CC(/C=C/c1ccc2c(c1)OCO2)=N/NC(=O)CNc1ccc(C)cc1
    0, 12, 16, 1, -14, -5, ., 4, .
COC(=O)c1cc2sc(Cl)cc2n1CC(=O)NCCC(C)C
    -1, -3, 0, 9, -2, -4, 1.1, -5, 1
CC(C)(CO)NS(=O)(=O)c1ccc2c(c1)oc(=O)c1cc(S(=O)(=O)NC(C)(C)CO)ccc12
    -6, -9, -5, 9, 1, 0, 1.1, -18, 1.1
COC(=O)C1=C(C)OC(N)=C(C#N)C1c1ccc(OC)c(CSc2ccccn2)c1 (stereo unspecified)
    5, -3, 4, 15, 4, 1, ., -6, 1.5
CC(=O)c1cccc(NC(=O)c2cnn3ccccc23)c1
    -8, 80*, 3, -2, 2, -1, 1, -18, 0.8
CC(=O)Oc1cccc(N2C(=O)C3C4C=CC(C4)C3C2=O)c1 (stereo unspecified)
    2, -17, 5, 5, -6, -8, 1.3, -22, 1
CN(C)c1ccc(-c2noc(-c3ccccc3O)n2)cc1
    -5, -8, 11, 3, -2, -3, 0.3, 7, 1.1
COC(=O)Cc1ccc(NC(=O)c2ccc(C)c(C)c2)cc1
    3, -11, 15, 2, 2, -2, 1.1, -7, 1.1
O=C(Nc1ccccc1C(F)(F)F)NC1CCCCC1
    -4, -7, -24, 0, 0, -6, 1.1, 3, 0.8
COC(=O)c1ccc2c(=O)n(CCCCCC(=O)NCc3ccccn3)c(=O)[nH]c2c1
    -9, -10, 8, 2, -3, 1, 1.2, 5, 1.2
O=C(Nc1cccc(F)c1)C1CC(=O)N(c2ccc(Cl)cc2)C1 (stereo unspecified)
    -3, 0, -18, 2, 0, -2, ., -34, 0.8
Cc1nc(C(=O)Nc2cc(Cl)ccc2Cl)nn1-c1cc(OC(C)C)c(Cl)cc1Cl
    2, -16, -11, 8, -8, -5, ., 3, 1
COc1ccccc1/C=C1\SC(=S)N(Nc2nc(C)cc(C)n2)C1=O
    -4, -11, -3, 5, 2, -12, ., -9, 1
CCC1CCCCN1CC(=O)c1c(C)[nH]c2ccccc12 (stereo unspecified)
    -7, -6, 6, 10, -1, -4, 1.1, 24, 1.4
CC(=O)Nc1ccc(NC(=S)Nc2ccccc2)cc1
    0, -3, -4, 3, -4, -7, ., 28, 1
CCCC(O)(c1ccc(OC)cc1)C(CN(C)C)c1ccccc1 (stereo unspecified)
    -5, 0, -1, -1, -2, -2, 1.2, 3, 1.5
CCCc1nc(SCC(=O)N2CCC(Cc3ccccc3)CC2)c2c(=O)n(C)c(=O)n(C)c2n1
    -1, -16, 15, -4, 1, -8, 1.1, 3, 1.4
CCOC(=O)C1CCCN(C(=O)c2ccccc2Oc2ccccc2)C1 (stereo unspecified)
    6, -15, -3, 3, 0, -3, 1, 6, 1.6
CCOc1cc(N2CCOCC2)c(OCC)cc1NC(=O)Cn1[nH]c(=O)c2ccccc2c1=O
    -4, -23, -20, 1, 2, 10, 1.1, 5, .
CCOc1ccccc1C(=O)NC(CO)C(=O)O (stereo unspecified)
    -2, -10, 11, 9, -3, -7, 1.1, -6, 1.1
O=[N+]([O-])c1cc(C(F)(F)F)ccc1Sc1nccn1Cc1ccccc1
    0, 0, 11, 16, 3, -4, ., 10, 0.9
COc1ccc(C(=O)N2CCCC(c3nc(-c4cc(OC)c(OC)c(OC)c4)no3)C2)cc1 (stereo unspecified)
    -3, 1, -15, 4, 7, -1, 1.2, 17, 1.6

In the list so far, two have a cyano group.
Order of results: EphB4 ephrin blk, PLK1 kinase inh, S1P2 antag, HIV Rev-RRE inh, FAK blocker, S1P2 agonist, MT1-MMP txn act, Plk1 PBD FP, PLAP act
Cc1c(C#N)sc2nc(-c3ccccc3)nc(N3CCCC3)c12
    -4, -9, 17, 5, -8, -3, 1, 3, 1.1
COC(=O)C1=C(C)OC(N)=C(C#N)C1c1ccc(OC)c(CSc2ccccn2)c1 (stereo unspecified)
    5, -3, 4, 15, 4, 1, ., -6, 1.5

The results go on:
Order of results: EphB4 ephrin blk, PLK1 kinase inh, S1P2 antag, HIV Rev-RRE inh, FAK blocker, S1P2 agonist, MT1-MMP txn act, Plk1 PBD FP, PLAP act
O=C(NCC1CCCO1)c1nc2c(nnn2Cc2ccccc2Cl)c(=O)[nH]1 (stereo unspecified)
    4, 0, -5, -2, -3, -2, 1.7, -5, .
N#Cc1c2c(c(NCCN3CCOCC3)n3c1nc1ccccc13)CCCC2
    -7, -2, -10, 10, -2, -5, 1, -10, 1.4
O=C(CN(c1ccc2c(c1)OCCO2)S(=O)(=O)c1ccccc1)Nc1ccc2c(c1)OCO2
    -7, -9, 12, 3, -2, -1, 1.2, -4, 0.9
CC(C)(C)C(=O)NC(=S)Nc1cc(C(=O)O)ccc1Cl
    -2, -9, -13, 1, -1, -4, ., 10, 1.1
COc1ccc(CCNC(=O)C2CCN(Cc3nc(-c4ccccc4F)oc3C)CC2)cc1OC
    0, 0, 8, 2, 3, -12, 1.3, 11, 1.7
CCOc1cc(/C=C2/C(=O)N(c3ccccc3)N=C2C)ccc1OC(=O)c1ccco1
    -4, -4, -10, -10, -6, -3, ., 16, 1.2
CCOC(=O)C1=C(N)Oc2cc(C)n(CCc3ccc(OC)c(OC)c3)c(=O)c2C1c1cccnc1 (stereo unspecified)
    -2, -7, 15, 8, -2, -2, 1, 19, 1.8
Cc1ccccc1CN1CCN(C/C=C/c2ccccc2)CC1
    -5, -9, 3, 12, -1, 1, 1.8, -15, 0.9
Cc1ncc(CSc2nc3ccccc3[nH]2)c(N)n1
    -3, 4, 17, 7, 2, -5, 1, 3, 1

Filtered by structure: those above containing an aryl methoxy group.
Order of results: EphB4 ephrin blk, PLK1 kinase inh, S1P2 antag, HIV Rev-RRE inh, FAK blocker, S1P2 agonist, MT1-MMP txn act, Plk1 PBD FP, PLAP act
COc1ccccc1NC(=O)CN(Cc1ccco1)C(=O)c1ccc(-n2nc(C)cc2C)cc1
    -2, -1, -2, 2, -1, -2, 1.1, 17, 1.5
CCN(C(=O)CCc1nc(-c2ccccc2F)no1)c1cc(OC)ccc1OC
    -2, 0, 11, 4, -11, -6, 1.1, 1, 1.6
COC(=O)C1=C(C)OC(N)=C(C#N)C1c1ccc(OC)c(CSc2ccccn2)c1 (stereo unspecified)
    5, -3, 4, 15, 4, 1, ., -6, 1.5
COc1ccccc1/C=C1\SC(=S)N(Nc2nc(C)cc(C)n2)C1=O
    -4, -11, -3, 5, 2, -12, ., -9, 1
CCCC(O)(c1ccc(OC)cc1)C(CN(C)C)c1ccccc1 (stereo unspecified)
    -5, 0, -1, -1, -2, -2, 1.2, 3, 1.5
COc1ccc(C(=O)N2CCCC(c3nc(-c4cc(OC)c(OC)c(OC)c4)no3)C2)cc1 (stereo unspecified)
    -3, 1, -15, 4, 7, -1, 1.2, 17, 1.6
COc1ccc(CCNC(=O)C2CCN(Cc3nc(-c4ccccc4F)oc3C)CC2)cc1OC
    0, 0, 8, 2, 3, -12, 1.3, 11, 1.7
CCOC(=O)C1=C(N)Oc2cc(C)n(CCc3ccc(OC)c(OC)c3)c(=O)c2C1c1cccnc1 (stereo unspecified)
    -2, -7, 15, 8, -2, -2, 1, 19, 1.8
